High-throughput results from PubChem BioAssay.
CHO parental Ca – counter-screen for OX1R antagonists: effect in parental CHO cells; parental CHO-K1, ATP-induced calcium, Fluo-8 fluorescence; inhibition, % at 5.6 µM; hit rate 0.63% among 330,000;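 active = inhibition above that plate's mean sample inhibition plus 3 SD, cut at about 26% in these data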;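 also: 0% = ATP-challenged DMSO wells and 100% = DMSO wells without ATP; some compounds past the cut are filed as inactive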
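Material: Parental CHO cells | Reagent: ATP | Compound dosing: Single nominal dose of 5.6 µM per compound | Detection: Intracellular calcium via Fluo-8 no-wash fluorescent dye | Read-out: % inhibition of ATP-induced calcium mobilization | Benchmarks: Low control ATP plus DMSO, high control DMSO only | Replicates: Singlicate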
OXTR potentiate – human OXTR potentiation; AID 2445; activation, % at 3 µM; P30559; hit rate 0.061% among 320,000; CHO-OTR cells, Fluo-8 calcium fluorescence, potentiator mode; 0% = oxytocin EC15, 100% = EC100;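 active = activation above that plate's cutoff, the mean activation of tested compounds plus 3 SD, cut at about 6.6% in these data, passing the limit was not always enough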;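 also: 100% uses oxytocin at 75 nM as the full agonist control; some results filed as inactive read as strong as hits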
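test system = CHO-OTR cells, human receptor | compound = single-point 3.0 µM | schedule = 6 min compound pre-incubation at room temperature, 100 s kinetic read | signal = Fluo-8 no-wash calcium dye fluorescence, excitation 470-495 nm, emission 515-575 nm | repeats = single well per compound, singlicate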
V1R ag counter – V1a receptor agonism, counter-screen for OXTR agonists; AID 2797; P37288; CHO-V1R cells, Fluo-8 calcium fluorescence, agonist mode; 0% DMSO, 100% 3 nM vasopressin; activation, % at 3 µM; hit rate 0.25% among 320,000;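 active = activation above the mean activation of all tested compounds plus 3 SD, per screening run, cut at about 20% in these data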;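 also: signal is peak over basal fluorescence ratio across a 100 second FLIPR read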
Target sequence (P37288 whole entry, looked up): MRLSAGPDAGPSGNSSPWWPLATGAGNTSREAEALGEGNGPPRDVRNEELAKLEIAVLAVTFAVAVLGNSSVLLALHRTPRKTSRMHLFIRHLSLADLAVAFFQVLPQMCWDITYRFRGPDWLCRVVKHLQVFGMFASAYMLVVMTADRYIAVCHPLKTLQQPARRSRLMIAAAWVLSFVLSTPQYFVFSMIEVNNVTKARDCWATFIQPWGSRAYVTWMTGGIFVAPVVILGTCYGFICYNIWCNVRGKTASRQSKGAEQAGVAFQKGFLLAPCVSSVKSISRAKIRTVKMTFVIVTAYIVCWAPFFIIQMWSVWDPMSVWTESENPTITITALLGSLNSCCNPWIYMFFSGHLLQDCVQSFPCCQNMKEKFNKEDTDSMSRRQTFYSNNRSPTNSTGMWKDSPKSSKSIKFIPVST
CHO-K1 Ca PAM – nonselective activator or artifact in parental CHO-K1 calcium assay; AID 602247; activation, % at 3 µM; ATP EC20, Fluo-8 calcium fluorescence; 0% at ATP EC20, 100% at ATP max; hit rate 0.02% among 360,000;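 active = activation above the run cutoff, the mean activation of all test compounds plus 3 SD, cut at about 40% in these data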;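 also: peak over basal fluorescence ratio in a 140 s read after ATP addition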
TAAR1 antag – antagonists of human TAAR1; Q96RJ0; CHO RD-HGA16 TAAR1, Fluo-8 calcium fluorescence, antagonist; inhibition, % at 3 µM; hit rate 1.5% among 360,000;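 active = inhibition above a per-plate cutoff, the mean inhibition of test compounds on that plate plus 3 SD, cut at about 49% in these data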;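 also: 0% = DMSO plus EC80 beta-PEA response and 100% = DMSO alone without agonist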
Target sequence (Q96RJ0 whole entry, looked up): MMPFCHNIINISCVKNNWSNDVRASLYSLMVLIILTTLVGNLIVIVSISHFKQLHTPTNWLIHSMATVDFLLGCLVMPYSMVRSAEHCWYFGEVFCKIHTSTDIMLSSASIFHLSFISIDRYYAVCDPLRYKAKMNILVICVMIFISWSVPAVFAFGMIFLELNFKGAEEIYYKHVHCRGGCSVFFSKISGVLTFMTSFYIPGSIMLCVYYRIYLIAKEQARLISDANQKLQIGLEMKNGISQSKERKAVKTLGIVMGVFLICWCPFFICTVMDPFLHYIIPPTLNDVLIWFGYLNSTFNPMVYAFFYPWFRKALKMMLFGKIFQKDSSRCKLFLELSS
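Assay system: RD-HGA16 CHO cells with stable hTAAR1 and Gα16 / Reagent: EC80 β-phenethylamine stimulus / Doses: 3 µM, single point / Timing: dye loading 75 min at 37 °C, then 30 min room temperature / Measured by: Fluo-8 intracellular calcium dye fluorescence, real-time kinetic reads / Controls: vehicle wells and EC80 agonist wells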
GPR7 antagonist – human neuropeptides B/W receptor 1 antagonism; P48145; GPR7-expressing cells, fluorescence antagonist assay; inhibition, % at 4.4 µM; hit rate 1.1% among 290,000; in the data active = inhibition above about 16%, passing the limit was not always enough;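 also: cells stimulated with the agonist NPW; 0% = agonist with vehicle and 100% = vehicle without agonist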
Target sequence (P48145 whole entry, looked up): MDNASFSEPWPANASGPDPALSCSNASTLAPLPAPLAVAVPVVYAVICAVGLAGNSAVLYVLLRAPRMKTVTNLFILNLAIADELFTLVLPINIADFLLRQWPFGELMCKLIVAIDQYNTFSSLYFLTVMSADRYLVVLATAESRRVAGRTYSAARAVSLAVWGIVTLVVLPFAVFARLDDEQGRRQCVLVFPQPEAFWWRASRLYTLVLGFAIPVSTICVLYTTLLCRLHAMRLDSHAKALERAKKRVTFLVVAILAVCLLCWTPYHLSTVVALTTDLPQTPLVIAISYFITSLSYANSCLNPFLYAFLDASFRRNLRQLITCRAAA
CHO-K1 Ca ag – M1 agonist counterscreen hit in parental CHO-K1 cells | Fluo-8 calcium fluorescence; scaled to maximal ATP response, vehicle zero | activation, % at 3 µM | hit rate 0.48% among 360,000 | AID 602248; in the data active = activation above about 15%;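 also: untransfected CHO-K1 host cells lacking M1 receptor as counterscreen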
OXTR ag – activates the human oxytocin receptor. P30559. CHO-OTR cells, Fluo-8 calcium fluorescence; normalized: DMSO 0%, oxytocin 100%. activation, % at 3 µM. hit rate 0.32% among 320,000. AID 2435;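 active = activation above the mean of all tested compounds plus 3 SD, cutoff set per screening run, cut at about 20% in these data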;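 also: peak over basal fluorescence ratio from a 100 s FLIPR kinetic read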
CHO-K1 Ca antag – nonselective inhibitor or artifact in parental CHO-K1 cells. hit rate 0.6% among 360,000. ATP-induced calcium, Fluo-8 fluorescence. inhibition, % at 3 µM;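 active = inhibition above a per-plate cutoff, the plate's mean sample inhibition plus 3 SD, cut at about 24% in these data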;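 also: 0% = DMSO plus EC80 ATP and 100% = DMSO alone without ATP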
The depositor's hits bear a star; x = not tested or not shown.

SMILES	CHO parental Ca	OXTR potentiate	V1R ag counter	CHO-K1 Ca PAM	TAAR1 antag	GPR7 antagonist	CHO-K1 Ca ag	OXTR ag	CHO-K1 Ca antag
O=C(O)C1CCCN1C(=O)C12CC3CC(CC(C3)C1)C2 (stereo unspecified)	8	-7	0.4	17	-23	-6	1.3	-0.3	-10
Cc1ccc(NS(=O)(=O)c2ccc(CCC(=O)N3CCCC3)cc2)cc1	-19	-4	8.3	14	8	3	3.1	4.1	-10
CC(C)=CCC/C(C)=C/Cc1c(O)ccc(C(=O)/C=C/c2ccc(O)cc2)c1O	-9	-1	-0.1	2	10	-15	0.5	1.6	-21
Cc1ccc(C)c(N2C(=O)c3cc(N4CCOCC4)c([N+](=O)[O-])cc3C2=O)c1	0	-2	3.5	7	-4	-8	1.8	5.6	-6
OC[C@@H]1CN(Cc2ccc(F)cc2)C[C@H](n2cnc3c(NCc4ccc(F)cc4)ncnc32)O1	x	x	x	-10	10	x	2.0	x	10
CCOc1ccc(-c2cc(C(=O)NCc3ccccc3)[nH]n2)c(C)c1	x	x	x	1	-20	x	1.0	x	-3
O=C(NCCOc1ccc(F)cc1)C1CCC(=O)N(CCN2CCOCC2)C1 (stereo unspecified)	-8	-9	0.7	13	-18	-2	1.2	0.6	-14
CC1=CC(=C(C#N)c2nc3ccccc3s2)C=C(C)N1Cc1ccco1	-14	-1	1.9	-1	6	11	0.6	2.1	-15
COC(c1ccccc1)c1nnc(CCC(=O)N(C)CCCC2CCCC2)o1 (stereo unspecified)	-22	-19	2.8	4	22	-5	5.5	2.9	-6
O=S(=O)(c1ccccc1)N(Cc1nc(-c2ccccc2)no1)C1CCCCC1	22	-15	3.4	18	4	-19	1.6	1.6	-7
CCOC(=O)c1ccc(NC(=O)CN2C(=O)CSC2=O)cc1	2	1	0.8	-3	-5	-1	0.3	1.6	-6
O=C(NC(=S)N1CCOCC1)c1cn(-c2ccccc2)nc1-c1ccccc1	-18	-6	1.4	-16	1	x	0.8	-1.1	10
COc1ccc(C(C(=O)NC2CCCC2)N(Cc2cccnc2)C(=O)c2snc(C(N)=O)c2N)cc1OC (stereo unspecified)	5	-8	0.7	7	-10	-11	1.1	2.5	-5
Oc1ccc2oc3c(c2c1)CCCC3	-15	-9	-1.1	16	1	3	0.3	-1.8	-6
Cc1nn(Cc2cccc(C(=O)NC34CC5CC(CC(C5)C3)C4)c2)c(C)c1Br	-38	-10	2.6	18	32	-11	0.5	-1.5	-22
O=C(Sc1nnnn1C1CCCCC1)c1cccs1	-6	-10	-0.5	x	x	-5	x	-0.4	x
O=C(OCc1ccccc1)N1CCC2CC1c1ccc(N3CCN(Cc4ccc5c(c4)OCO5)CC3)cc12 (stereo unspecified)	x	x	x	-7	3	x	1.2	x	10
O=S(=O)(ON(c1ccccc1)S(=O)(=O)c1ccccc1)c1ccccc1	-12	-3	3.1	-1	0	-14	0.8	-0.9	13
Cc1ccc(Cl)cc1NC(=O)C(NS(=O)(=O)c1cccs1)c1ccccc1 (stereo unspecified)	-21	-8	-1.7	12	13	-7	1.1	-2.5	-4
CSc1cccc(NC(=O)CN(c2ccc(C)cc2C)S(C)(=O)=O)c1	-23	-13	1.6	15	-11	7	2.9	0.2	-3
Cc1cc(C)cc(CC(=O)N2CCC2(C)C(=O)NS(=O)(=O)c2ccc(Cl)s2)c1 (stereo unspecified)	x	x	x	21	-8	x	0.3	x	-7
COc1ccc(C(=O)NNC(=O)CN2CCN(c3nc(-c4ccccc4)cs3)CC2)cc1	-19	-12	1.6	2	-1	-7	0.2	0.8	-6
Cc1ccccc1-n1c(SCC(=O)NCC2CCCO2)nnc1-c1ccncc1 (stereo unspecified)	-8	-7	1.4	1	-4	x	0.3	2.0	-2
O=[N+]([O-])c1cccc(-c2nnc(-c3ccc4c(c3)OCO4)o2)c1	-7	0	0.2	5	-1	7	0.2	-0.4	-8
CCN(CC)c1ccc(C(=O)NC(=S)N2CCN(Cc3ccc4c(c3)OCO4)CC2)cc1	-19	-1	0.4	18	-3	-5	0.2	-0.9	-11
COc1ccc(NC(=O)CSc2nnc(Cc3cccs3)n2-c2ccc(C)cc2)cc1	-26	-9	0.1	-2	x	-8	-0.4	-0.8	-19
CC[C@H](C)[C@H](NC(=O)c1ccccc1)C(=O)Nc1ccc(S(=O)(=O)Nc2cc(C)nc(C)n2)cc1	0	2	1.4	-10	-7	-11	-0.1	1.0	0
C#Cc1ccc([C@H]2C=C(C(=O)N3CCOCC3)O[C@@H](OCC)[C@@H]2CCCO)cc1	-9	-5	-0.3	-8	4	-11	0.2	-0.5	16
O=C(OCC12CC3CC(CC(C3)C1)C2)c1ccc(NCc2cc(O)ccc2O)cc1	x	x	x	-17	1	x	0.1	x	6
CCOC(=O)c1c(NC(=O)COC(=O)c2nc(Cl)ccc2Cl)sc2c1CCC2	-17	-2	-0.1	12	-6	2	0.5	-1.3	-6
CCC(C(=O)OC)n1cnc2c(nnn2-c2ccc(F)cc2)c1=O (stereo unspecified)	-10	-3	0.6	13	-19	6	-0.2	0.1	-6
CCN(CC)c1ccc(N)cc1S(=O)(=O)Nc1ccccc1OC	-20	-7	-0.9	5	-32	-9	0.2	-0.6	-19
CCCn1c(SCC(=O)c2c(N)n(C3CC3)c(=O)[nH]c2=O)nc2cc(S(N)(=O)=O)ccc21	-2	-6	-0.8	4	-6	x	-0.3	0.9	-9
O=C(CSc1nncs1)N1c2ccccc2Sc2ccccc21	-13	-4	1.1	-12	-11	-12	1.1	-0.9	-11
Cc1ccccc1OCCSCc1nc2ccccc2[nH]1	-18	-8	3.4	0	0	-10	6.2	0.5	-7
COc1ccccc1/C=N/n1c(N)c(C(=O)NC2CCCCC2)c2nc3ccccc3nc21	x	x	x	15	19	-8	0.1	x	-2
CCC(=O)N(c1nnc(SCC(=O)NN2C(=O)NC3(CCCCC3)C2=O)s1)C1CC1	-9	-2	-0.1	2	-13	x	0.7	0.0	-9
COc1ccc(C2=NN(Cc3ccccc3)C3C(=O)NC(=O)C23)cc1 (stereo unspecified)	-4	-9	0.6	-5	-10	3	1.8	1.3	-8
COc1ccccc1CNC(=O)c1ccc(Cl)c(NC2=NC3CS(=O)(=O)CC3S2)c1 (stereo unspecified)	4	-1	-0.1	-8	5	-6	-0.1	-0.9	12
Cn1c(COc2ccccc2)nnc1SCC(=O)Nc1ccc(N2CCOCC2)c(Cl)c1	-24	-4	-0.5	17	1	-13	0.3	-0.5	-12

Fetched one by one from the entries so far (three):
SMILES	CHO parental Ca	OXTR potentiate	V1R ag counter	CHO-K1 Ca PAM	TAAR1 antag	GPR7 antagonist	CHO-K1 Ca ag	OXTR ag	CHO-K1 Ca antag
CCOC(=O)c1ccc(NC(=O)CN2C(=O)CSC2=O)cc1	2	1	0.8	-3	-5	-1	0.3	1.6	-6
O=C(Sc1nnnn1C1CCCCC1)c1cccs1	-6	-10	-0.5	x	x	-5	x	-0.4	x
C#Cc1ccc([C@H]2C=C(C(=O)N3CCOCC3)O[C@@H](OCC)[C@@H]2CCCO)cc1	-9	-5	-0.3	-8	4	-11	0.2	-0.5	16

The list goes on.
SMILES	CHO parental Ca	OXTR potentiate	V1R ag counter	CHO-K1 Ca PAM	TAAR1 antag	GPR7 antagonist	CHO-K1 Ca ag	OXTR ag	CHO-K1 Ca antag
CCOC(=O)Cn1nc(C)c(NC(=O)c2cccc([N+](=O)[O-])c2)c1C	14	-1	0.0	-10	-15	-9	0.3	0.7	-8
C(=N\N=C\c1ccncc1)/c1ccncc1	-11	-4	0.2	4	-11	x	-0.3	-0.2	-2
C[C@H](N)c1nnc(SCC(=O)c2ccc(Cl)cc2)o1	-4	-2	-0.5	2	-7	2	0.3	-0.1	1
O=C(C[n+]1cc(Br)cc2ccccc21)c1ccc(F)cc1	-9	-4	0.5	13	-12	4	2.3	0.3	-10
COc1ccc2ccccc2c1/C=N/NC(=O)CC1(C)OCCCO1	-9	-3	3.5	24	-2	-6	0.9	-1.8	-8
O=C(c1ccc2c(=O)n3c(nc2c1)CCCCC3)N1CCN(C(c2ccccc2)c2ccccc2)CC1	-25	-7	0.5	11	4	-22	-0.4	-0.7	-29
CCCCCC1CCC(C(=O)NCCN2CCOCC2)CC1 (stereo unspecified)	-14	-7	3.8	12	-11	5	2.8	0.4	-7
CCN(CC)CCNc1ccc(CO)c2oc3ccccc3c(=O)c12	x	x	x	-3	-22	x	0.1	x	-11
NS(=O)(=O)c1ccccc1NC(=S)Nc1ccccc1S(N)(=O)=O	3	-11	0.2	-17	-5	-10	0.3	0.1	-6
CS(=O)(=O)Nc1ccccc1C(=O)Nc1cccc(Cl)c1	-2	-12	12	3	0	-8	9.9	16	2
CC1=NNC(=O)C1CCC(=O)N/N=C(/C)c1ccc([N+](=O)[O-])cc1 (stereo unspecified)	5	-7	0.7	10	-7	-5	0.6	-0.4	-1
Oc1cccc2cc3cccc(O)c3c(O)c12	-3	7	-0.4	-12	x	-2	-0.1	-0.9	-2
CCOC(=O)c1[nH]c2ccc(F)cc2c1NC(=O)c1cc(OC)c(OC)c(OC)c1	-37	-13	-0.5	9	-6	-7	1.8	-2.5	-16
Cc1ccc(SCC(=O)NCC(C)C)cc1	-9	-5	-0.6	15	1	-11	0.0	-1.7	-16
NS(=O)(=O)c1ccc(CCNC(=O)C2COc3ccccc3O2)cc1 (stereo unspecified)	x	x	x	19	15	-4	0.6	x	-12
O=C(O)c1ccc2c(=O)n(-c3ccc(F)c(Cl)c3)c(=S)[nH]c2c1	-13	5	-1.1	25	-16	-10	1.7	-0.2	-11
CCSc1nnc(NC(NC(C)=O)(C(F)(F)F)C(F)(F)F)s1	4	-3	1.4	-5	5	-2	-0.3	0.0	12
CC(=O)Nc1cccc(NC(C)=C(C#N)C#N)c1	2	-3	0.6	4	-10	-4	-0.4	0.7	8
Cc1cc(F)ccc1S(=O)(=O)NCC(c1ccc2c(c1)OCO2)N1CCOCC1 (stereo unspecified)	-5	-4	0.1	0	-1	x	-0.1	0.5	12
COc1ccccc1Cc1c(-c2ccc(C#N)cc2)nc2c(C)cc(Br)cn12	x	x	x	14	-1	x	0.7	x	-20
CCCCCCN1CCN(C2CN(Cc3cn(Cc4ccc(C)cc4)nn3)S(=O)(=O)C2)CC1 (stereo unspecified)	x	x	x	-6	-26	x	1.8	x	-13
C=CCn1c(SCC(=O)Nc2c(C)n(C)n(-c3ccccc3)c2=O)nc2sc(C)c(C)c2c1=O	-24	-3	-0.8	17	8	-10	-1.0	-1.8	-10
CCOC1=C2CN(S(=O)(=O)c3ccc(C)cc3)[C@@H](c3ccc(CC)cc3)C[C@H]2[C@H]2C(=O)N(c3ccccc3)C(=O)[C@H]2C1	x	x	x	25	-24	x	1.3	x	-2
